MPTP inh: inhibitors of mitochondrial permeability transition pore | hit rate 1.4% among 360,000 | inhibition, % at 10 µM | isolated mouse mitochondria, Ca2+ swelling absorbance, 30 min;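 active = inhibition of 50% or more, scaled per plate between neutral and stimulator controls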;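 note: 0% = DMSO wells given calcium and 100% = 1 mM EGTA wells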
Active calls of the source: *. The list is partial, so the mix of outcomes need not match the whole.

Start of the listing, in advance (2 entries):
SMILES | MPTP inh
C[C@H](NC(=O)[C@@H]1CCCN1C(=O)[C@@H]1CCCN1C(=O)c1ccc(Cl)cc1)c1ccccc1 | -1.3
COc1ccc(-c2ccc3c(c2)c(Sc2ccccc2)c(-c2ccccc2)n3C)cn1 | 2.9

The list itself, from the first entry:
SMILES | MPTP inh
C[C@H](NC(=O)[C@@H]1CCCN1C(=O)[C@@H]1CCCN1C(=O)c1ccc(Cl)cc1)c1ccccc1 | -1.3
COc1ccc(-c2ccc3c(c2)c(Sc2ccccc2)c(-c2ccccc2)n3C)cn1 | 2.9
NC(=O)CCC(NC(=O)OCc1ccccc1)C(=O)OCC(=O)c1ccccc1 (stereo unspecified) | -2.1
C[C@H](CO)N1C[C@H](C)[C@@H](CN(C)C(=O)Nc2cc(F)ccc2F)Oc2ncc(-c3cccc(F)c3)cc2C1=O | 0.7
CC1(C(=O)Nc2ccc3c(c2)OCCO3)CCC(=O)N1CC(F)(F)F (stereo unspecified) | -0.7
NC(c1ccccc1)c1csc(NC(=O)Nc2cccc(Cl)c2)n1 (stereo unspecified) | 2.7
Cn1cc([C@]2(O)C(=O)Nc3ccc(Br)cc32)c2ccccc21 | 3.8
OC(c1ccccc1)c1nc(-c2cc3ccccc3o2)cs1 (stereo unspecified) | 0.5
Cc1cccc(S(=O)(=O)N[C@@H]2CC[C@@H](CCNS(=O)(=O)c3ccccc3F)O[C@@H]2CO)c1 | 0.4
CC1=C(C(=O)N2CCOCC2)CC(CC(=O)NC2CC2)C(=O)N1Cc1ccc(C(C)(C)C)cc1 (stereo unspecified) | -0.7
CCCCn1c(N)c(N(Cc2ccccc2OC)C(=O)C(C)Oc2cccc(Cl)c2)c(=O)[nH]c1=O (stereo unspecified) | 0.3
Cc1cc(=O)oc2c3c(cc(OCC(=O)NCC(O)c4ccccc4)c12)OC(C)(C)CC3 (stereo unspecified) | -0.6
OC[C@@H]1CN(Cc2ccncc2)C[C@H](n2cnc3c(N4CCCC4)ncnc32)O1 | -0.2
COC(=O)c1ccc(CC2(C)C(=O)Nc3ccc(-c4cccc(C(F)(F)F)c4)cc32)o1 (stereo unspecified) | 1.5
Cn1c(OCC2CCCO2)nc2cc(-c3ccccc3)sc2c1=O (stereo unspecified) | 3.0
C[C@@H]1CN([C@@H](C)CO)C(=O)CCCn2cc(nn2)CO[C@H]1CN(C)S(=O)(=O)c1ccccc1F | 0.4
CCOC(=O)C1=C(COC(=O)C2CC(=O)N(c3ccccc3CC)C2)NC(=O)NC1C (stereo unspecified) | 0.7
C[C@H](O)[C@@H]1C(=O)N2CCc3c([nH]c4ccccc34)[C@@H]2C[C@@H]1N(C)Cc1ccc2c(c1)OCO2 | -1.2
COC(=O)C(C(=O)OC)c1ccccc1NS(=O)(=O)c1ccc(C)cc1 | 1.0
COC(=O)CCCC[C@@H]1O[C@H](CCc2ccccc2)CC2=C1C(=O)OC(C)(C)O2 | -0.4
COc1cc(C(=O)N(Cc2ccccc2)c2cccc(C)c2)ccc1OCC(=O)N1CCOCC1 | 0.6
OC[C@@H]1CN(Cc2ccc(F)cc2)C[C@H](n2cnc3c(NCc4ccco4)ncnc32)O1 | -1.0
CC(C)CNC(=O)C1(C)CCCN1C(=O)C(C)(C)Oc1ccc(Cl)cc1 (stereo unspecified) | 0.0
Cc1ncoc1C(=O)NC1CCCc2c1cnn2-c1cc(F)cc(F)c1 (stereo unspecified) | 2.8
CCOC(=O)C1=CCC(c2cccc3ccccc23)N(S(=O)(=O)c2ccc(C)cc2)C1 (stereo unspecified) | -3.0

Looked up one by one from the entries so far (7):
SMILES | MPTP inh
Cn1cc([C@]2(O)C(=O)Nc3ccc(Br)cc32)c2ccccc21 | 3.8
NC(c1ccccc1)c1csc(NC(=O)Nc2cccc(Cl)c2)n1 (stereo unspecified) | 2.7
CCOC(=O)C1=CCC(c2cccc3ccccc23)N(S(=O)(=O)c2ccc(C)cc2)C1 (stereo unspecified) | -3.0
NC(=O)CCC(NC(=O)OCc1ccccc1)C(=O)OCC(=O)c1ccccc1 (stereo unspecified) | -2.1
CCCCn1c(N)c(N(Cc2ccccc2OC)C(=O)C(C)Oc2cccc(Cl)c2)c(=O)[nH]c1=O (stereo unspecified) | 0.3
CC(C)CNC(=O)C1(C)CCCN1C(=O)C(C)(C)Oc1ccc(Cl)cc1 (stereo unspecified) | 0.0
COc1cc(C(=O)N(Cc2ccccc2)c2cccc(C)c2)ccc1OCC(=O)N1CCOCC1 | 0.6

The listing picks up; the 5 compounds before the break are reprinted first.
SMILES | MPTP inh
COc1cc(C(=O)N(Cc2ccccc2)c2cccc(C)c2)ccc1OCC(=O)N1CCOCC1 | 0.6
OC[C@@H]1CN(Cc2ccc(F)cc2)C[C@H](n2cnc3c(NCc4ccco4)ncnc32)O1 | -1.0
CC(C)CNC(=O)C1(C)CCCN1C(=O)C(C)(C)Oc1ccc(Cl)cc1 (stereo unspecified) | 0.0
Cc1ncoc1C(=O)NC1CCCc2c1cnn2-c1cc(F)cc(F)c1 (stereo unspecified) | 2.8
CCOC(=O)C1=CCC(c2cccc3ccccc23)N(S(=O)(=O)c2ccc(C)cc2)C1 (stereo unspecified) | -3.0
COc1ccccc1C#Cc1cnc2c(c1)C(=O)N([C@H](C)CO)C[C@H](C)[C@@H](CN(C)S(=O)(=O)c1cn(C)cn1)O2 | -0.5
COC(=O)[C@]12CCCCC=C1N(CCC1=CCCCC1)C(=O)[C@H](CC(=O)NCC13CC4CC(CC(C4)C1)C3)C2 | -1.4
Clc1ccc2nc(-c3ccccc3)c(CC3CCCCC3)n2c1 | -2.5
CC(C)(C)n1nnnc1C(C1CC1)N1CCN(C/C=C/c2ccccc2)CC1 (stereo unspecified) | -0.5
COc1ncnc2c1ncn2CCCN(C)Cc1ccco1 | -0.2
CC(C)CNC(=O)C1(C)CCCN1C(=O)c1csnn1 (stereo unspecified) | 2.4
Cc1nc2c(OCC(=O)c3ccc(F)cc3)cccn2c1N(C)Cc1cccs1 | -0.3
CSc1ccc(CN2CCC2(C)C(=O)NCc2cccs2)cc1 (stereo unspecified) | 0.6
Clc1ccc(Br)c(-c2nc3ccccc3[nH]2)c1 | 1.0
Nc1ccccc1CCc1ccccc1N | 0.6
O=C(Nc1ccc2nc(N3CCOCC3)sc2c1)c1cc2ccccc2o1 | -2.1
Cn1cc(-c2csc(C(O)c3ccc(F)c(F)c3)n2)cn1 (stereo unspecified) | 0.2
CC(=O)NC(CCc1ccc(Cl)c(Cl)c1)c1cccc(O)c(=O)c1 (stereo unspecified) | 0.5
O=C(CCCN1C(=O)/C(=C\c2cccs2)SC1=S)Nc1ccccc1O | 3.8
COCC#Cc1cnc2c(c1)C(=O)N([C@H](C)CO)C[C@H](C)[C@@H](CN(C)S(=O)(=O)c1ccccc1)O2 | -3.9
CN(C)CCNC(=O)c1ccc(-c2cnn(C)c2)c2ccoc12 | -1.1
O=C(Nc1ccc(F)c(Cl)c1)c1cc(C2CCCN(S(=O)(=O)c3cccs3)C2)on1 (stereo unspecified) | 2.2
CC1(C)CC(=Cc2ccccc2[N+](=O)[O-])C(=O)c2ccccc21 | 1.2
CCc1nc2ccc(C(=O)NCCCn3ccnc3)cn2c1N(C)CCC(C)C | 0.4
CCOC(=O)CCCCCC(=O)Nc1ccc2c(c1)C(=O)N([C@@H](C)CO)C[C@H](C)[C@H](CN(C)S(=O)(=O)c1ccc(OC)cc1)OCCCC[C@H](C)O2 | 0.1
CN1CC(O)(C(O)C(O)C(O)CO)SC1=S (stereo unspecified) | -0.2
O=C(c1ccccc1)N(CCCn1ccnc1)C(c1ccccc1)c1nc2ccccc2[nH]1 (stereo unspecified) | -1.8
CC1(C(=O)Nc2cccc(NS(C)(=O)=O)c2)CCN1Cc1ccccc1OC(F)F (stereo unspecified) | 1.9
Cc1cc(C)c(S(=O)(=O)NN=C2c3ccccc3[C@H]3Cc4csc[n+]4[C@@H]23)c(C)c1 | 0.2
COc1ccc(-c2[nH][nH]c(=O)c2NC(=O)c2ccc(C)cc2)cc1 | -2.3
Next part:
SMILES | MPTP inh
COc1cccc(-c2cnc(C(O)c3ccccc3OC)[nH]2)c1 (stereo unspecified) | 0.6
CCOC(=O)C1(C)CCCN1C(=O)c1ccccc1F (stereo unspecified) | 0.6
O=C(c1ccccc1)N(C(=O)c1ccccc1)c1ccccc1 | -1.9
COc1ccc(Cn2cc(CN3CCc4onc(-c5ccccc5OC)c4C3=O)nn2)cc1 | -2.0
COC(=O)c1ccc2nc(-c3cccc(Br)c3)c(Cc3ccccc3OC)n2c1 | -1.8
COc1ccc(Cl)cc1C(=O)NC1CC(C)(C)NC(C)(C)C1 | -1.4
COc1cc(-c2coc3c(C(=O)NCc4ccncc4)cccc23)ccc1O | -0.2
COc1ccc(-c2nc3c4ccccc4ccn3c2Cc2ccsc2)cc1OC | -1.6
COCCNC(=O)C1(C)CCN(Cc2ccccc2C#N)C1 (stereo unspecified) | -0.2
COc1ccc(-c2nc3cc(C)c(Br)c(C)n3c2CC(C)(C)C)cc1OC | 2.7
CCOC(=O)C1(C)CCCN1C(=O)c1ccc(Cl)nc1 (stereo unspecified) | 0.3
COc1ccc(/C=C/C(=O)OCC(=O)Nc2nnc(-c3ccccc3)o2)c(OC)c1 | -0.7
CCCC(=O)N1CCOCC1c1cc(C(=O)NCc2ccccc2)no1 (stereo unspecified) | -0.3
COC(=O)c1ccc2nc(-c3ccco3)c(Cc3ccccc3C(F)(F)F)n2c1 | -1.6
Clc1cccc(CNc2ccn3nc(-c4cccs4)cc3n2)c1 | 1.9
O=c1c2cc(C(F)(F)F)ccc2sn1-c1ccccc1 | 32
C#CCn1cc(CNC[C@H]2O[C@@H](n3cnc4c(=O)[nH]c(N)nc43)[C@H](O)[C@@H]2O)c2ccccc21 | 1.0
O=C(NCc1cccc(C(F)(F)F)c1)c1c[nH]c(=O)s1 | -0.6
Cc1cccc(C)c1-n1nnnc1C1(C)CCC(=O)N1C1CCN(Cc2ccccc2)CC1 (stereo unspecified) | -0.7
CCN(c1ccccc1)S(=O)(=O)c1cccc(C(=O)Nc2cccc(C)n2)c1 | -2.0
CC(=O)Nc1ccc(CN(C)c2c(C)nc3ccc(C(=O)NCCCN4CCCC4=O)cn23)cc1 | -1.8
COc1ccc(CCNC(=O)CNC(=O)N2CC(=O)Nc3ccccc32)cc1 | -0.4
CC1(c2nnnn2C2CCCC2)CCC(=O)N1c1ccc2c(c1)OCCO2 (stereo unspecified) | 0.0
COc1cccc(C(O)c2nc(-c3ccccc3OC)cs2)c1 (stereo unspecified) | -0.9
C[C@H]1CN([C@@H](C)CO)C(=O)CCCn2nncc2CO[C@@H]1CN(C)S(=O)(=O)c1ccc2ccccc2c1 | -1.8
The list goes on:
SMILES | MPTP inh
COc1cccc(CN(C)C[C@@H]2OCc3ccccc3-c3c(n(C)c4ccccc34)C(=O)N([C@@H](C)CO)C[C@H]2C)c1 | -1.5
COc1ccc2c(c1)C(C)(Cc1ccc(C(=O)c3ccccc3)cc1)C(=O)N2 (stereo unspecified) | 0.0
COc1cc(C)ccc1S(=O)(=O)NC(=O)C1(C)CCN1C(=O)C1(c2ccc(Cl)cc2)CCC1 (stereo unspecified) | -0.4
COCOCCn1cc(CN2CCS(=O)(=O)N(Cc3ccc(-c4ccc(Cl)cc4)cc3)C(C(C)C)C2=O)nn1 (stereo unspecified) | 0.3
CCN(CC)C(=O)C1=C(C)N(Cc2ccc(OC)cc2)C(=O)C(CC(=O)NC2CCCCC2)C1 (stereo unspecified) | 0.4
O=C(Nc1cccc(OC(F)(F)F)c1)[C@@H]1O[C@H](CO)[C@H](O)[C@H](O)[C@H]1O | 0.0
CCOc1ccc(Cl)cc1-c1cc(C(=O)NC(C)C)[nH]n1 | 0.0
CC(C)c1ccc(CN2CCC2(C)C(=O)Nc2cnc3ccccc3c2)cc1 (stereo unspecified) | 1.2
CN1CCN(c2ncnc3c2ncn3[C@H]2CN(Cc3cccnc3)C[C@@H](CO)O2)CC1 | -2.0
CCCCNC(=O)c1nc(C2CCN(S(=O)(=O)c3ccccc3)CC2)oc1-c1cccc(C(F)(F)F)c1 | 2.2
CCC(Sc1nc2ccsc2c(=O)n1Cc1ccc(C(=O)O)cc1)C(=O)Nc1cc(Cl)ccc1C (stereo unspecified) | 0.9
COC1OCC(O)C(NC(=O)N(C)N=O)C1O (stereo unspecified) | -0.8
C[C@H]1CN([C@@H](C)CO)C(=O)CCCn2nncc2CO[C@H]1CN(C)C(=O)Nc1ccccc1 | 1.0
CCNC(=O)C1(C)CCN(C(=O)c2ccc(OC)c(OC)c2)C1 (stereo unspecified) | 0.7
O=C(Oc1ccc(=O)[nH]n1)c1ccccc1 | -2.1
CCOC(=O)c1sc2nc(OCCN3CCOCC3)cc(C)c2c1N | 0.8
CN(C)c1ccc(CC(=O)N2CCCC(c3cc(C(=O)Nc4ccc(C(C)(C)C)cc4)no3)C2)cc1 (stereo unspecified) | 26
C/C(=N\NC(=O)c1ccccc1-n1cccc1)c1ccccn1 | -0.4
CCOc1ccc(S(=O)(=O)N2CCC(C(=O)Nc3ccccc3N3CCCC3)CC2)cc1 | -1.2
C[C@H](CO)N1C[C@H](C)[C@@H](CN(C)C(=O)NC2CCCCC2)OCc2cnnn2CCCC1=O | -1.3
O=C(OCc1ccccc1)N1Cc2ccnnc2CC1c1ccccc1Br (stereo unspecified) | -0.4
CC(C)(C)Nc1c(C2CCNCC2)nc2c(OCc3ccccc3)cccn12 | 0.9
CN(C)CCCOc1ccc(-c2cc3nc(NCc4cccnc4)n(C)c(=O)c3s2)cn1 | 0.5
CCc1ccc(-n2c(=S)sc3c(=O)[nH]c(SCC(=O)NC4CCCCC4)nc32)cc1 | 9.6
CC(C)C(N)c1csc(Nc2ccc(C(=O)c3ccccc3)cc2)n1 (stereo unspecified) | 2.6
CCCS(=O)(=O)NC(=O)C1(C)CCN(C(=O)c2cncc(Br)c2)C1 (stereo unspecified) | 0.3
CCCc1ccc(C(O)c2ncc(-c3ccccc3)[nH]2)cc1 (stereo unspecified) | 1.6
OC(c1cccc(Cl)c1)c1nc(/C=C/c2ccc(C(F)(F)F)cc2)cs1 (stereo unspecified) | 3.7
COc1cccc(-c2cnc(C(O)c3cccc(F)c3)[nH]2)c1 (stereo unspecified) | -0.3
C[C@@H]1CCCCO[C@H](CN(C)S(=O)(=O)c2cn(C)cn2)[C@H](C)CN([C@@H](C)CO)C(=O)c2cc(NC(=O)c3ccccc3)ccc2O1 | -0.6

Bioassay records deposited in PubChem BioAssay by Sanford-Burnham Center for Chemical Genomics.
